Assay outcomes: PubChem, Sanford-Burnham Center for Chemical Genomics
tim23-1 inh: growth inhibitors of tim23-1 mutant yeast. S. cerevisiae tim23-1 growth, BacTiter-Glo luminescence, 24 h. AID 463212. inhibition, % at 20 µM. 330,000 compounds, 1.3% hits;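 active = growth inhibition of the mutant yeast at or above 50%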;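 also: temperature-sensitive mutant grown at 25 °C; plate controls were DMSO-treated mutant yeast for no effect and medium wells lacking yeast for full effect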
NR3A LBD binder: modulates the human NR3A ligand-binding domain. NR3A LBD differential scanning fluorimetry, Tm shift; 0% = protein alone, 100% = glycine-bound protein. Tm shift relative to glycine control, % at 25 µM. 340,000 compounds, 2.5% hits;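 active = melting temperature shift of at least 10% of the positive control shift, at one fixed dose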
APJ ag: agonists of human APJ apelin receptor | 330,000 compounds, 0.11% hits | activation, % at 20 µM | P35414 | CHO-K1 APJ PathHunter beta-arrestin, luminescence; 0% DMSO wells, 100% apelin;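 active = activation more than six SD over the plate average, tested at 20 µM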;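 also: 0% = DMSO alone and 100% = apelin-13 at 10 nM; some results filed as inactive read as strong as hits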
Target sequence (P35414 whole entry, looked up): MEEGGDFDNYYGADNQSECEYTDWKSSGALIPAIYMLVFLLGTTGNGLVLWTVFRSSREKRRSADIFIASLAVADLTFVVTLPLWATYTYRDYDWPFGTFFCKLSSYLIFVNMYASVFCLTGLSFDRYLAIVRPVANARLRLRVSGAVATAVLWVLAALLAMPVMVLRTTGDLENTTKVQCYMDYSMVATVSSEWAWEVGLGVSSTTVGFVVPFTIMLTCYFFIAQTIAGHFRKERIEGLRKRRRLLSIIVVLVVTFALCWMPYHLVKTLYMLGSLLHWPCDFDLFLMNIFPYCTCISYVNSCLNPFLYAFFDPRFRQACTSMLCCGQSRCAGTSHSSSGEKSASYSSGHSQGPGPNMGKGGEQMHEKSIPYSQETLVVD
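Assay system: CHO-K1 APJ beta-arrestin complementation cell line / Compound: single test compound dose, 20 µM final, 1% DMSO / Times: overnight seeding, 90 min compound at 25 °C, 1 h detection / Technique: beta-gal luminescence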
UPR CHOP act: apoptotic UPR (CHOP) activation; activation, % at 10 µM; CHO-CHOP luciferase reporter, luminescence; percent of tunicamycin response over DMSO baseline; 330,000 compounds, 0.34% hits; AID 449763;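 active = at 10 µM dose, activation of 40% or more, normalized to positive control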;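 also: 100% = tunicamycin at 10 µg/mL and 0% = DMSO alone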
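Evaluation: % reporter activation, DMSO baseline versus tunicamycin full activation; System: CHO-CHOP luciferase reporter cell line; Input: 500 cells/well; Incubation: 6 h compound treatment, 37 °C; Measured by: Steady-Glo luciferase luminescence; Dosing: one dose, 10 µM in 0.5% DMSO; Buffer or medium: F12 medium, 10% FBS; Benchmarks: positive tunicamycin 10 µg/mL, negative DMSO alone.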
tim10-1 inh: growth inhibitors of tim10-1 mutant yeast. 330,000 compounds, 2.2% hits. inhibition, % at 20 µM. S. cerevisiae tim10-1 ts strain growth, BacTiter-Glo, 24 h;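 active = inhibition of at least 40%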;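 also: mutant grown at 25 °C; 0% = DMSO wells with yeast and 100% = wells holding no yeast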
UPR XBP1 act: activators of adaptive arm of unfolded protein response (XBP1) | AID 463104 | 330,000 compounds, 0.33% hits | CHO-XBP1 luciferase reporter, IRE1-XBP1 UPR activation, luminescence; percent of tunicamycin response, DMSO as zero | activation, % at 20 µM;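 active = versus positive control, 20 µM dose yields 30% or more activation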;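 also: 100% = tunicamycin at 10 µg/mL and 0% = DMSO only wells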
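Test system: CHO-XBP1 luciferase reporter cells | Buffer or medium: Serum-containing F12 medium, 10% FBS | Schedule: 6 h compound exposure at 37 °C, 5% CO2 | Detection: Steady-Glo luciferase glow luminescence, 10 min after reagent addition | Read-out basis: Activation, % of tunicamycin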
TIM10 inh: inhibits growth of TIM10 yeast strain. AID 463195. inhibition, % at 10 µM. 330,000 compounds, 1.4% hits. S. cerevisiae TIM10 strain growth, BacTiter-Glo luminescence, 24 h;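 active = inhibition of 40% or more at the single tested concentration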;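 also: wild-type TIM10 isogenic control strain grown at permissive 25 °C; 0% = DMSO yeast wells and 100% = minimal medium wells without yeast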
Mdm2-MdmX inh: human Mdm2/MdmX binding inhibition; O15151+Q00987; SaOS-2 split-luciferase Mdm2/MdmX complementation, luminescence; inhibition, % at 8 µM; 330,000 compounds, 3% hits;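 active = inhibition of at least 50% at 8 µM in the primary screen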
NALP3 yeast inh: inhibitors of NALP3 inflammasome in yeast; 330,000 compounds, 0.39% hits; Yeast reconstituted NLRP3/ASC/caspase-1, beta-gal luminescence, 24 h; AID 2825; inhibition, % at 10 µM;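 active = inhibition of 50% or more; inactive = inhibition below 50%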;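 also: plate controls were induced DMSO wells for no effect and uninduced yeast grown without galactose for full effect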
* = called active by the depositor; & = joins results of further samples. Hits appear at their usual frequency; about 8.2% have a hit in one of these screens.

Sample of the layout (five entries):
SMILES	tim23-1 inh	NR3A LBD binder	APJ ag	UPR CHOP act	tim10-1 inh	UPR XBP1 act	TIM10 inh	Mdm2-MdmX inh	NALP3 yeast inh
CC1=CCC2C(=O)N(c3nc(C)cc(C)n3)C(=O)C2C1 (stereo not given)	-1	3	-5	0.9	6	-2	1	23	0
O=C(NCc1ccco1)/C(=C\c1ccco1)NC(=O)c1ccc(Br)o1	14	-7	0	0.4	12	1	11	-14	20
CN(C)CCCN(C(=O)c1ccc(S(=O)(=O)N2CCCCCC2)cc1)c1nc2cc3c(cc2s1)OCCO3	-4	1	0	0.9	27	1	11	52*	4
Cc1cc2[nH]c(=O)c(=O)[nH]c2cc1S(=O)(=O)NCc1ccc(Cl)cc1	20	-3	-1	-0.4	11	0	-3	-20	3
C#Cc1ccc(CN2CCC(Oc3cc(C(=O)NC4CC4)ccc3OC)CC2)cc1	-7	-1	3	1.7	-6	-3	-1	-8	4

This part in full (from the top)
SMILES	tim23-1 inh	NR3A LBD binder	APJ ag	UPR CHOP act	tim10-1 inh	UPR XBP1 act	TIM10 inh	Mdm2-MdmX inh	NALP3 yeast inh
CC1=CCC2C(=O)N(c3nc(C)cc(C)n3)C(=O)C2C1 (stereo not given)	-1	3	-5	0.9	6	-2	1	23	0
O=C(NCc1ccco1)/C(=C\c1ccco1)NC(=O)c1ccc(Br)o1	14	-7	0	0.4	12	1	11	-14	20
CN(C)CCCN(C(=O)c1ccc(S(=O)(=O)N2CCCCCC2)cc1)c1nc2cc3c(cc2s1)OCCO3	-4	1	0	0.9	27	1	11	52*	4
Cc1cc2[nH]c(=O)c(=O)[nH]c2cc1S(=O)(=O)NCc1ccc(Cl)cc1	20	-3	-1	-0.4	11	0	-3	-20	3
C#Cc1ccc(CN2CCC(Oc3cc(C(=O)NC4CC4)ccc3OC)CC2)cc1	-7	-1	3	1.7	-6	-3	-1	-8	4
COc1ccccc1NC(=O)CN(Cc1ccco1)C(=O)c1cncc(Br)c1	13	-1	-2	1.2	15	-2	-5	4	2
Nc1nnc(CC(=O)N/N=C/c2ccccc2OCc2ccc(F)cc2)s1	4	-1	-2	1.7	-6	-1	11	39	4
O=[N+]([O-])c1cccc(/C(=N/N=C/c2ccccc2Br)C23CN4CN(CN(C4)C2)C3)c1	13	-1	0	0.7	12	2	9	20	26
Cc1cccc(C)c1-n1nnnc1SCC(=O)c1c(N)n(C2CC2)c(=O)[nH]c1=O	-16	0	2	1.0	-5	0	1	15	-10
COc1ccc(-c2cc(C)no2)cc1S(=O)(=O)NCC1CCN(Cc2cc(C)ccc2C)CC1	-1	-1	6	2.5	7	-2	5	61*	8
CCN=C1S/C(=C\c2cc(Br)ccc2OCC(=O)OCC)C(=O)N1CC	19	8	0	0.6	25	-2	7	-6	20
CN1CCN(CCOC2Cc3ccccc3Sc3ccc(Cl)cc32)CC1 (stereo not given)	20	-4	-4	1.5	22	-2	28	60*	16
CCN(CC(=O)NCc1ccc(Cl)cc1)C(=O)CSCC(=O)Nc1cccc(C)c1	23	-2	-6	-0.8	11	-1	8	-2	4
COCc1cc(=O)[nH]c(/N=C(\N)Nc2cccc(C)c2)n1	-20	-3	1	-3.1	10	-1	-13	31	-2
COc1ccccc1-n1cnnc1SC(C)C(=O)Nc1ccc(NC(C)=O)cc1 (stereo not given)	-4	0	-2	-1.3	21	-2	-1	34	14
O=C(/C=C/c1ccccc1)Nc1cccnc1Oc1ccccc1F	26	0	3	4.3	29	1	18	-15	13
Cc1ccccc1N1CCN(S(=O)(=O)c2ccc3ccccc3c2)CC1	22	2	-2	1.2	33	-1	25	14	2
CCOc1ccc(S(=O)(=O)NCCC(=O)NCC(c2ccc(OC)cc2)N2CCCC2)cc1 (stereo not given)	1	0	-4	3.5	0	3	-6	3	15
O=C(COC(=O)c1n[nH]c2ccccc12)NC(=O)NC1CCCC1	1	2	-5	-3.5	10	0	10	-3	19
COc1ccc(C2=NCCn3cccc32)c(OC)c1	11	-2	-1	4.5	18	-1	-2	14	8
Cc1ccc(O)c(CP(=O)(c2ccccc2)c2ccccc2)c1	26	-3	-5	0.6	11	-2	21	-2	3
O=C1CN(C(=O)/C=C/c2cccc(Cl)c2)c2ccccc2N1	22	2	-5	0.8	41*	0	27	6	20
O=C(Nc1ccc2ccccc2c1)/C(=C/c1cccc(Br)c1)NC(=O)c1ccco1	-4	1	-2	0.3	3	0	19	16	10
Cc1cccnc1NC(=O)c1ccc2c(c1)OCCO2	-11	1	3	1.4	3	-2	8	-8	17
CCOC(=O)c1cc(C(=O)NNC(=O)c2cccc([N+](=O)[O-])c2)c(C)nc1C	-14	-4	-5	2.6	-7	1	-5	13	18
COc1cc(-c2nc(Cc3c(F)cccc3Cl)no2)cc(OC)c1OC	-6	-2	-2	0.4	16	-1	12	-6	0
O=C(/C=C/c1cccc([N+](=O)[O-])c1)NCc1ccccc1	11	6	0	0.8	6	-1	11	-15	17
O=C(NCC(c1ccco1)N1CCCCC1)c1cccc(S(=O)(=O)Nc2ccccc2Cl)c1 (stereo not given)	10	-3	-1	0.6	11	-2	5	15	2
CCS(=O)(=O)N1CCN(c2ccnc3cc(Cl)ccc23)CC1	-1	-4	1	1.3	2	-4	1	24	13
CCn1c(SCC(=O)NC(C)C)nnc1-c1cccs1	9	1	-4	-3.1	0	-6	9	-1	5
CC(=O)Nc1cccc2c1C(=O)N(c1ccccc1C)C2=O	0	-2	-2	0.7	16	-2	20	-35	-5
CCCCNC(=O)C1CCN(Cc2ccccn2)CC1	2	0	-7	3.5	10	-2	-5	-15	5
COC(=O)c1ccccc1NC(=O)N1CSC[C@H]1C(=O)OC	7	0	-2	1.5	20	-2	5	4	19
CCN1CCN(C/C(C)=C/c2ccccc2)CC1	13	2	0	1.8	7	0	-3	-13	10
O=C(NCC1CCCO1)C1CC1(c1ccccc1)c1ccccc1 (stereo not given)	8	0	-3	-1.4	21	-1	-8	-17	-6
CC(C)CCn1c(Oc2ccc(Cl)cc2)nc2c1c(=O)n(C)c(=O)n2C	0	-2	-5	4.8	18	-3	-25	-8	5
COCCn1c(C)cc(/C=C2/NC(=O)N(c3ccc(Cl)cc3)C2=O)c1C	13	1	-2	2.7	5	2	5	31	6
O=C(c1ccccc1)N1N=C(c2ccco2)CC1c1cccs1 (stereo not given)	25	-3	-1	0.7	31	0	30	16	-1
CN1CCN(NC(=O)c2cc(Br)ccc2Cl)CC1	5	0	-1	-1.3	25	0	-5	15	-8
COc1ccc(OC)c(/C=C/C(=O)OCC(=O)NCc2ccccc2)c1	31	0	-4	0.0	9	-1	10	0	3
c1ccc(-c2csc(Nc3ccccn3)n2)cc1	50*	-4	1	4.5	10	-2	1	-212	29
COc1ccc(CN(C)C(=O)Cn2ccsc2=N)cc1OC	-3	-4	-3	-0.7	1	-3	-7	-10	-3
CC(C)(C)c1cc(N2CCOCC2)n2ncc(-c3ccccc3)c2n1	18	0	1	-0.7	24	-1	3	3	13
COc1ccc(C(=O)O)cc1S(=O)(=O)Nc1ccc(C)cc1	4	0	-4	-0.6	-5	-4	10	8	9
O=C(NCc1cccnc1)c1ccc(NC(=O)c2ccco2)cc1	22	-1	-3	1.6	-2	0	-5	29	9
COc1cc(C(=O)N[C@H](C(=O)NC2CCCCCC2)C(C)C)cc(OC)c1OC	12	-2	1	-0.2	23	-1	3	16	4
O=C(Cc1ccccc1)NC1CCS(=O)(=O)C1 (stereo not given)	12	4	-2	-2.0	-19	-5	-2	12	-21
O=C(NCc1ccco1)c1ccc(Cl)nc1	-8	-2	-4	1.2	0	0	-7	-4	-2
Cc1cc(C)cc(NC(=O)CN(c2ccc(F)cc2)S(C)(=O)=O)c1	-4	3	1	0.5	6	-1	-15	15	4
C/[N+]([O-])=C1\Cc2ccccc2C1=O	-13	1	-1	0.1	-17	0	1	4	11

Remaining list, next part:
SMILES	tim23-1 inh	NR3A LBD binder	APJ ag	UPR CHOP act	tim10-1 inh	UPR XBP1 act	TIM10 inh	Mdm2-MdmX inh	NALP3 yeast inh
COc1ccc(CCC(=O)OCc2csc(CC(=O)Nc3ccccc3C)n2)cc1	24	0	-3	0.7	26	-4	0	24	20
CCN(CC)S(=O)(=O)c1ccc2c(c1)N(CC(=O)N1CCC(C(N)=O)CC1)C(=O)CO2	-15	-1	-1	0.1	-5	-1	1	3	2
CC[N+](C)(CC)CC(O)COCC1COc2ccccc2O1 (stereo not given)	1	0	-1	-0.4	0	2	6	10	7
Cn1c(SCC(=O)Nc2ccc3cn[nH]c3c2)nnc1-c1cccs1	5	0	-1	-1.5	7	-2	6	-4	14
O=C(COC(=O)c1cccc(S(=O)(=O)N2CCOCC2)c1)Nc1ncc(C(F)(F)F)cc1Cl	9	2	-1	1.3	9	-3	4	-13	-9
Cc1csc(=Nc2ccc(S(=O)(=O)N3CCOCC3)cc2)n1Cc1ccco1	10	-2&-2	-2	-1.4	32	-5	12	21	-6
CCN(CC)C(=O)[C@H]1CC(CC(=O)NCc2ccc(OC)c(OC)c2)C(=O)N2CCc3c([nH]c4ccccc34)[C@]12C (stereo not given in full)	-3	0	-2	0.5	-8	-4	8	24	7
O=C(Nc1cccc(S(=O)(=O)N2CCCCC2)c1)c1cc(=O)[nH]c2ccccc12	2	-1	-3	-0.8	-3	0	3	8	20
Cc1ccccc1C(=O)NCC(=O)OC(C)C(=O)NC(C)CCc1ccccc1 (stereo not given)	11	1	-3	0.6	13	1	7	-3	7
Cc1c(NC(=O)c2ccccc2)cccc1[N+](=O)[O-]	12	-2	0	5.1	10	0	9	20	5
COc1cc(CNCCN(C)C)c(Br)cc1OCC(=O)NCc1ccccc1	-3	-1	0	-0.6	6	-2	-3	4	1
CN(C)S(=O)(=O)c1cccc(NC(=S)NC2CCCCC2)c1	17	0	-2	0.1	26	-2	14	7	1
C=CCN(c1ccccc1)S(=O)(=O)c1cccc(C(=O)NCC(c2cccs2)N2CCOCC2)c1 (stereo not given)	24	1	-3	-1.2	16	-4	4	15	12
O=C(Cc1ccc([N+](=O)[O-])cc1)c1ccc(O)cc1O	41	-4	-2	-0.7	23	1	7	-7	4
CC(C(=O)N1CCOCCOCCOCCOCCOCC1)N1C(=O)c2ccccc2C1=O (stereo not given)	0	0	-4	-0.7	10	-1	-7	12	5
O=C(N/N=C/c1cc([N+](=O)[O-])cc([N+](=O)[O-])c1O)C(O)(c1ccccc1)c1ccccc1	1	3	-5	-0.8	1	-3	14	12	27
COc1ccc([C@H]2CC(=O)C=C(c3cccc(C#N)c3)C2)cc1	38	6	-4	-0.3	6	-1	3	28	17
CCOc1ccc(NC(=O)CN2C(=O)NC(CCc3ccccc3)C2=O)cc1OCC (stereo not given)	5	-1	1	-0.2	6	-4	5	14	11
CCOC(=O)c1ccc(NC(=O)c2cc(=O)[nH]c3ccccc23)cc1	-4	-1	-6	2.0	10	1	15	23	12
